# SRC1 TRFRET art = TR-FRET detection interference compounds, primary screen, artefact control for PPARgamma SRC-1 recruitment agonists, biochemical, TR-FRET emission ratio. 99,000 tested, 0.34% active. TR-FRET detection artefact counter-screen; stronger effect = higher value. TR-FRET ratio at 8 µM; in the data active = TR-FRET ratio above about 2300; note: inactives centre near 1800
# SRC3 TRFRET art = TR-FRET detection interference compounds, artefact control for PPARgamma SRC-3 recruitment agonists, biochemical, TR-FRET ratio. TR-FRET artefact counter-screen, PPARgamma/SRC-3 format; stronger effect = higher value. TR-FRET ratio at 8 µM. 99,000 tested, 0.39% active. AID 1048, 2008; in the data active = TR-FRET ratio above about 2000; note: inactives centre near 1600
# The depositor's hits bear a star. The list is partial; rates above refer to the full screens.
SMILES,SRC1 TRFRET art,SRC3 TRFRET art
COc1ccc(/C=C/C(=O)Nc2ccccc2)cc1OC,1421,1384
CCOC(=O)N1CCN(C(=O)c2ccccc2NC(=O)c2ccc(F)cc2)CC1,1866,1532
CCN1CCN(C(=S)NC(C)c2ccccc2)CC1 (stereo unspecified),1774,1448
Cc1cc(-c2n[nH]c(=S)n2/N=C/c2cccc([N+](=O)[O-])c2)n[nH]1,1567,1729
CN(C)c1ccc(CC(=O)c2nc3ccccc3s2)cc1,1986,1791
Clc1ccc2scc(CN3CCCCC3)c2c1,1958,1590
O=C(Nc1ccc(Oc2ccccc2)cc1)c1ccc(Cn2c(=O)[nH]c3ccsc3c2=O)cc1,1843,1669
CC(=O)N/N=C(\C)CC(=O)Nc1cccc(C(F)(F)F)c1,2061,1589
COc1ccc(C(=O)NCC2CCCO2)cc1S(=O)(=O)N1CCCc2ccccc21 (stereo unspecified),1754,1582
O=C(COC(=O)/C=C/c1ccccc1[N+](=O)[O-])NC1CC1,1907,1601
CN(C)S(=O)(=O)c1cccc(NC(=O)COC(=O)CCC(=O)c2cccs2)c1,1815,1539
Cc1nonc1OCCNc1ccc([N+](=O)[O-])cc1[N+](=O)[O-],1513,1406
Cc1cc(C)c2nc(N3CCC(C(=O)NCc4cccnc4)CC3)sc2c1,1785,1579
Cc1ccc(S(=O)(=O)N(CC(=O)N/N=C/c2ccccc2C(=O)O)c2cc(Cl)cc(Cl)c2)cc1,1732,1534
COc1cccc(CN(C)CC(=O)Nc2cccc3ccccc23)c1,1825,1589
CCCN1CC(O)=C(C#N)C1=O,1670,1481
COc1ccc2c(Cl)c(C(=O)NCC3CCCO3)sc2c1Cl (stereo unspecified),2039,1528
Cc1ccc(C)c2sc(NC(=O)c3nc4ccccc4s3)nc12,1985,1818
Cc1c(-c2cccc(Cl)c2)nc2ccccc2c1C(=O)OCC(=O)Nc1ccc2c(c1)OCO2,1811,1597
O=C1C(=O)N(CCN2CCOCC2)C(c2ccccn2)/C1=C(/O)c1ccc(Cl)cc1 (stereo unspecified),1797,1677
CC1(C)Cc2ccccc2C(/C(C#N)=N/O)=N1,2163,1765
CC(C)CCNC(=O)c1ccc(Cl)c(NC(=O)Cc2ccccc2)c1,1763,1777
Cc1nc(SCC(=O)Nc2ccc3c(c2)OCCO3)nc(C)c1C,1776,1677
CCOC(=O)c1cccc(NC(=O)c2ccccc2C)c1,1937,1677
CCCCN1C[C@H](O)[C@@H](O)[C@H](O)[C@H]1CO,1728,1661
# Following part
SMILES,SRC1 TRFRET art,SRC3 TRFRET art
CC(=O)n1nc(-c2ccc(C)cc2)nc1NCc1ccc(F)cc1,1912,1500
CCN(CC)CCNC(=O)c1cc2ccccc2nc1Cl,1875,1267
CCO[C@H]1OC(C(=O)N2CCOCC2)=C[C@@H](c2ccc(Br)cc2)[C@@H]1CCCO,1853,1431
Cc1ccsc1/C=C(\C(=O)c1ccc(OC(C)C)cc1)c1nc2ccccc2o1,1552,1614
OC(CNc1ccccc1)Cn1ccc2ccccc21 (stereo unspecified),1698,1443
CCC(=O)C1CCCN(C(=O)c2ccc(OC3CCN(C(=O)c4cccnc4)CC3)cc2)C1 (stereo unspecified),2075,1774
COc1ccc(CNC(=O)CN(Cc2ccc(Cl)cc2)S(C)(=O)=O)cc1,1864,1613
Cc1nnc(N/N=C/c2cccc(OCc3ccc(Cl)c(Cl)c3)c2)n1N,1921,1614
COC(=O)C1=C(COc2ccc(C=O)cc2OC)NC(=O)NC1c1cc(C)ccc1C (stereo unspecified),1670,1472
CCN(CC(=O)NCCc1ccc(Cl)cc1)Cc1nc2ccccc2c(=O)[nH]1,1652,1635
CCN1CCN(c2ccc(NC(=O)c3ccccc3F)cc2Cl)CC1,2069,1823
CCCN(CCC)CCCNC(=O)c1cn(CC)c2ccc(S(=O)(=O)N3CCc4ccccc4C3)cc2c1=O,1746,1699
Cc1nc2ccc(NC(=O)Cc3ccc4c(c3)OCCO4)cc2s1,1474,1320
CS(=O)(=O)c1ccc(C(=O)OCc2nnc(-c3ccccc3)o2)cc1[N+](=O)[O-],1974,1572
O=C1c2ccccc2C(=O)N1Cc1ccccn1,1654,1406
O=c1[nH][nH]cc1C=Nc1ccc(Oc2ccccc2)cc1,1583,1600
Cc1ccc(C2Nc3cccc4cccc(c34)N2)s1,1721,1433
COc1cc(OC)cc(C(=O)N2CCN(C(=O)Cc3ccccc3)CC2)c1,1784,1517
COc1ccc(-c2csc(NC(=O)COC(=O)c3ccc(Br)o3)n2)cc1,1885,1550
C/C(=N\NC(=O)c1ccccc1)c1ccccc1Br,1826,1529
Cc1ccc(NC(=O)CN(C)C(=O)Cn2ncc(Cl)c(Cl)c2=O)cc1,2045,1569
O=C(CN1C(=O)S/C(=C/c2ccncc2)C1=O)N1CCOCC1,1698,1540
CC(=O)[C@H]1CC[C@H]2[C@@H]3CCC4=CC(=O)CC[C@]4(C)[C@H]3[C@H](O)C[C@]12C,1819,1714
Cc1cc(C)n2nc(C(=O)N/N=C/c3c4ccccc4cc4ccccc34)nc2n1,1744,1496
COc1ccc(O)c(C(=O)c2cc(C(=O)NCCc3ccccc3)c(=O)n(CCc3ccccc3)c2)c1,1970,1585
# New compounds follow.
SMILES,SRC1 TRFRET art,SRC3 TRFRET art
Cc1c(Br)c([N+](=O)[O-])nn1CC(=O)N1CCc2ccccc21,1677,1644
COc1ccc(/C(C)=N/N2C(=O)c3ccccc3NC2c2ccc(O)c(OC)c2)cc1 (stereo unspecified),1874,1454
COc1cccc2sc(NNC(=O)C3COc4ccccc4O3)nc12 (stereo unspecified),1805,1872
CCCCN(C(=O)CSc1cc(C)c2ccccc2n1)c1c(N)n(Cc2ccccc2)c(=O)[nH]c1=O,2066,1914
Cc1cc(/C=C(\C#N)C(=O)O)c(C)n1CC1CCCO1 (stereo unspecified),1935,1631
O=C(c1ccc(F)cc1)C1CCN(C(=O)Nc2ccccc2Cl)CC1,1459,1493
CSc1ncnc2sc(C)c(C)c12,2038,1770
CCOC(=O)c1ccc(NC(=O)CN(C)S(=O)(=O)c2ccc(Br)s2)cc1,1828,1676
Cc1ccc(C(=O)N/N=c2\sc3ccccc3n2C)cc1,1554,1546
O=C(O)CC(C(=O)Nc1ccc(Cl)cc1Cl)C1CCCO1 (stereo unspecified),2001,1639
CC1CN(C(=O)c2cccc(COc3ccccc3Cl)c2)CC(C)O1 (stereo unspecified),1789,1584
Cn1ncc2c(NNC(=O)C3CCCCC3)ncnc21,1668,1546
CCOc1ccc(-c2ccc(SCC(=O)N3CCN(c4ccccc4)CC3)nn2)cc1,1977,1819
O=[N+]([O-])c1nn(-c2ccc3c(c2)OCCO3)n(O)c1=NC1CCN(Cc2ccccc2)CC1,1873,1277
Cc1cccc(NS(=O)(=O)c2ccccc2)n1,1980,1445
COc1cc(/C=C/C(=O)OCC(=O)NCc2ccco2)cc(OC)c1OC,1874,1562
Cc1ccccc1NC(=O)c1ccc(NC(=O)C2CC(=O)OC23CCCCC3)cc1 (stereo unspecified),1899,1502
O=C(COC(=O)c1ccc(-c2cnc3ccccc3n2)cc1)c1ccccc1,1816,1750
O=c1c2c(nc3c(-c4ccc(Cl)cc4)c[nH]n13)CCC2,1667,1403
COc1ccccc1NS(=O)(=O)c1ccc(C(N)=O)cc1,1596,1553
O=C(/C(=C/O)N=Nc1cccc(C(F)(F)F)c1)c1ccccc1,1839,1487
COc1ccc(CC(=O)N/N=C(/C)c2ccco2)cc1,1738,1583
CCOCCCNCc1cn(-c2ccc(F)cc2F)nc1-c1ccccc1C,1966,1648
Cc1nnc(SCc2cc(=O)oc3ccc4ccccc4c23)n1Cc1ccccc1,1911,1620
O=c1[nH]c(-c2ccccc2)cs1,1650,1449
# (further entries)
SMILES,SRC1 TRFRET art,SRC3 TRFRET art
O=C1CC(c2ccccc2)CC(O)=C1C=NCc1ccncc1 (stereo unspecified),1681,1595
O=C(NCCO)/C(=C\c1cccc([N+](=O)[O-])c1)NC(=O)c1ccco1,1947,1684
C#Cc1ccc(CN2CCN(Cc3ccsc3)C(CCO)C2)cc1 (stereo unspecified),1546,1673
COC(=O)C1(C)NC(c2ccco2)C2C(=O)N(c3ccc(F)cc3)C(=O)C21 (stereo unspecified),1782,1586
CC(=O)Nc1ccccc1NC(=O)C/C(C)=N/NC(=O)c1ccc([N+](=O)[O-])c(Cl)c1,1742,1356
Cc1cc(C)c(NC(=O)CSc2nccn2C)c(C)c1,1671,1599
COC(=O)N/N=C/c1ccc(OS(=O)(=O)c2ccc(C)cc2)c(OC)c1,1800,1461
CCCCCCCCNC(=O)c1cnccn1,1542,1563
CCN(CC)/C(Sc1ccccc1)=C(\C(Cl)=C(Cl)Cl)[N+](=O)[O-],2054,1602
Cc1c(F)cccc1NC(=O)CCCCCC1NC(=O)NC1C (stereo unspecified),1771,1655
Cc1ccc(S(=O)(=O)NN2C(=O)c3ccccc3NC2c2ccccc2O)cc1 (stereo unspecified),1635,1592
COCc1nnc(NC(C)=O)s1,1503,1446
CCOc1ccc(NC(=O)Nc2cccn(Cc3ccccc3)c2=O)cc1,1783,1786
Cc1sc2nc(SCC(=O)NCCO)n(-c3ccccc3)c(=O)c2c1C,1666,1617
Cc1ccc(-n2c(=O)c3sccc3n(Cc3cc(=O)n4ccccc4n3)c2=O)cc1,1851,1484
O=C(O)c1ccc(/C=N/NC(=O)c2ccc(Br)cc2)cc1,1753,1639
CN(c1ccc(OCC(=O)OCC(=O)Nc2ccccc2F)cc1)S(=O)(=O)c1cccs1,1758,1542
O=C(CSc1nc2ccc(N3CCOCC3)cc2c(=O)n1CCc1ccccc1)NCC1CCCO1 (stereo unspecified),1710,1570
COC(=O)c1ccc(-n2c(C)cc(-c3csc(NC(=O)c4ccc(S(=O)(=O)N(C)C)cc4)n3)c2C)cc1,1668,1591
COC(=O)c1c(C)[nH]c(C(=O)/C=C/c2ccccc2)c1C,1928,1742
COc1ccc(C(C)=O)cc1CSc1nc2ccccc2c(=O)n1-c1cccc(C)c1,1701,1743
Cc1c(C(=O)NC(=S)NCC(C)C)oc2ccccc12,1660,1668
Cc1ccc(C(=O)OCc2cn(-c3ccccc3)nn2)cc1,2002,1690
COC(=O)c1sccc1-n1cccc1C(=O)C(=O)Nc1ccc(F)cc1,1882,1677
Cc1ccc(C(=O)NC(N(C)C)C(Cl)(Cl)Cl)cc1 (stereo unspecified),1766,1504

# Shown as labelled records: 2 of the compounds above
O=C1CC(c2ccccc2)CC(O)=C1C=NCc1ccncc1 (stereo unspecified)
  SRC1 TRFRET art: 1681 | SRC3 TRFRET art: 1595

O=C(NCCO)/C(=C\c1cccc([N+](=O)[O-])c1)NC(=O)c1ccco1
  SRC1 TRFRET art: 1947 | SRC3 TRFRET art: 1684

# Continued:
SMILES,SRC1 TRFRET art,SRC3 TRFRET art
CC1CN(c2ccccc2)CCN1Cc1nc(Cc2ccccc2)no1 (stereo unspecified),1666,1554
O=C(O)CCN1C(=O)c2ccc(NC(=O)Cc3ccc(Cl)cc3)cc2C1=O,1837,1611
CCOC(=O)CNC(=O)C1Cc2ccccc2CN1S(=O)(=O)c1cccs1 (stereo unspecified),1694,1653
CC(CN(C)Cc1nc(Cc2cccc(C(F)(F)F)c2)no1)CN1CCCC1 (stereo unspecified),2020,1840
Cc1ccc(CN2CCN(Cc3ccccc3)C(CCO)C2)s1 (stereo unspecified),1805,1836
CCCc1nc2sc3c(SCC(=O)NCc4ccco4)ncnc3c2c2c1CCC2,1786,1502
Cc1nn(C)cc1CNC(=O)C1C2CCC(C2)C1C(=O)O (stereo unspecified),1803,1585
CC1=CC(C)(C)Nc2ccc(OC(=O)CN3C(=O)CCC3=O)cc21,1885,1322
O=C(NCC1CCCO1)c1ccc(Br)o1 (stereo unspecified),2191,1841
CC(C)NC(=O)COC(=O)/C=C/c1ccc(F)cc1,1464,1472
NS(=O)(=O)c1ccc(NC(=S)N2CCN(S(=O)(=O)c3ccc(F)cc3)CC2)cc1,1548,1628
CCN(CC)S(=O)(=O)c1ccc(C(=O)Nc2ccc3c(c2)OCCO3)cc1,1717,1628
CC(C)C(=O)Nc1ccc(NC(=O)CCc2ccccc2)cn1,1673,1559
COc1ccccc1CC(=O)Nc1cccc(C)n1,1577,1661
COc1cc(NS(=O)(=O)c2ccc(NC(=O)c3ccc(S(=O)(=O)N4CCCCC4)cc3)cc2)ncn1,1645,1344
Cn1cc(CNC(=O)c2cc(-c3ccc(Br)cc3)nc3ccccc23)cn1,1885,1756
Cc1ccc2c(CC(=O)N3CCOCC3)coc2c1,1895,1469
COc1ccc(-n2c(=O)c3ccccc3n(CC(=O)c3ccccc3)c2=O)cc1OC,1733,1654
Nc1cnccc1C(=O)O,1975,1695

# Filtered by structure, the compounds so far with fluorine
SMILES,SRC1 TRFRET art,SRC3 TRFRET art
CCOC(=O)N1CCN(C(=O)c2ccccc2NC(=O)c2ccc(F)cc2)CC1,1866,1532
CC(=O)N/N=C(\C)CC(=O)Nc1cccc(C(F)(F)F)c1,2061,1589
CC(=O)n1nc(-c2ccc(C)cc2)nc1NCc1ccc(F)cc1,1912,1500
CCN1CCN(c2ccc(NC(=O)c3ccccc3F)cc2Cl)CC1,2069,1823
O=C(c1ccc(F)cc1)C1CCN(C(=O)Nc2ccccc2Cl)CC1,1459,1493
O=C(/C(=C/O)N=Nc1cccc(C(F)(F)F)c1)c1ccccc1,1839,1487
CCOCCCNCc1cn(-c2ccc(F)cc2F)nc1-c1ccccc1C,1966,1648
COC(=O)C1(C)NC(c2ccco2)C2C(=O)N(c3ccc(F)cc3)C(=O)C21 (stereo unspecified),1782,1586
Cc1c(F)cccc1NC(=O)CCCCCC1NC(=O)NC1C (stereo unspecified),1771,1655
CN(c1ccc(OCC(=O)OCC(=O)Nc2ccccc2F)cc1)S(=O)(=O)c1cccs1,1758,1542
COC(=O)c1sccc1-n1cccc1C(=O)C(=O)Nc1ccc(F)cc1,1882,1677
CC(CN(C)Cc1nc(Cc2cccc(C(F)(F)F)c2)no1)CN1CCCC1 (stereo unspecified),2020,1840
CC(C)NC(=O)COC(=O)/C=C/c1ccc(F)cc1,1464,1472
NS(=O)(=O)c1ccc(NC(=S)N2CCN(S(=O)(=O)c3ccc(F)cc3)CC2)cc1,1548,1628

# Screens deposited in PubChem by The Scripps Research Institute Molecular Screening Center.
